TAAR1 antag = human TAAR1 antagonism; Q96RJ0; CHO RD-HGA16 TAAR1, Fluo-8 calcium fluorescence, antagonist; inhibition, % at 3 µM; 360,000 tested, 1.5% active;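 active = inhibition above a per-plate cutoff, the mean inhibition of test compounds on that plate plus 3 SD, cut at about 49% in these data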;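 also: 0% = DMSO plus EC80 beta-PEA response and 100% = DMSO alone without agonist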
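Test system: CHO RD-HGA16 cells bearing hTAAR1 | Reagent: β-PEA, EC80 | Compound dosing: 3 µM, single point | Schedule: Dye loading 75 min at 37 °C, then 30 min room temperature | Signal: Calcium fluorescence with Fluo-8 | Evaluation: Percent inhibition of PEA-evoked calcium signal, max/basal emission ratio | Control set: DMSO-only wells and EC80 β-PEA-stimulated wells | Repeats: Singlicate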
CHO parental Ca = signal in parental CHO cells, OX1R antagonist counter-screen; parental CHO-K1, ATP-induced calcium, Fluo-8 fluorescence; inhibition, % at 5.6 µM; 330,000 tested, 0.63% active; AID 463079;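 active = inhibition above that plate's mean sample inhibition plus 3 SD, cut at about 26% in these data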;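 also: 0% = ATP-challenged DMSO wells and 100% = DMSO wells without ATP; some compounds past the cut are filed as inactive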
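Assay system – parental CHO cells · Reagent – ATP stimulus · Detection – intracellular calcium via Fluo-8 no-wash fluorescent dye · Evaluation – percent inhibition of ATP-evoked calcium rise, normalized to controls · Controls – ATP wells versus no-ATP DMSO wells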
CHRM1 antagonist = antagonists of human M1 muscarinic receptor; P11229; AID 588852; CHO-K1 hM1, Fluo-8 calcium fluorescence, ACh EC80 antagonist; 360,000 tested, 1.3% active; inhibition, % at 3 µM;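 active = percent inhibition above its own plate's cutoff, namely the mean of that plate's compound wells plus 3 SD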;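 also: peak over basal fluorescence ratio during 140 s after agonist addition; 0% = ACh EC80 plus DMSO and 100% = DMSO alone without agonist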
TAAR1 ag = human TAAR1 agonism; Q96RJ0; CHO RD-HGA16 TAAR1, Fluo-8 calcium fluorescence; vehicle wells 0%, saturating PEA agonist 100%; activation, % at 3 µM; 360,000 tested, 0.99% active; AID 624467;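 active = activation above the mean activation of all test compounds in the run plus 3 SD, cut at about 38% in these data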
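Repeats: no replicates (n 1) | Material: CHO-derived RD-HGA16 cells with stable Gα16 and human TAAR1 | Technique: Kinetic Fluo-8 calcium fluorescence | Schedule: 17-24 h seeding, 75 min 37 °C dye, 30 min RT | Evaluation: % activation from peak over basal fluorescence ratio, DMSO-to-PEA scaled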
M1 ag = activates human CHRM1 receptor; P11229; CHO-K1 hM1, Fluo-8 calcium fluorescence, agonist mode; 0% DMSO, 100% acetylcholine EC100; activation, % at 3 µM; 360,000 tested, 0.33% active; AID 588814;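 active = activation above the run's mean compound activation plus 3 SD, cut at about 16% in these data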;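 also: peak over basal fluorescence ratio within a 140 s kinetic read after compound addition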
V1aR counter = counter-screen for oxytocin receptor agonists: human V1a receptor agonists. CHO-V1R cells, Fluo-8 calcium fluorescence, agonist mode; 0% DMSO, 100% 3 nM vasopressin. activation, % at 3 µM. 320,000 tested, 0.25% active. P37288. AID 2797;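 active = activation above the mean activation of all tested compounds plus 3 SD, per screening run, cut at about 20% in these data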;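 also: signal is peak over basal fluorescence ratio across a 100 second FLIPR read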
Target sequence (P37288 whole entry, looked up): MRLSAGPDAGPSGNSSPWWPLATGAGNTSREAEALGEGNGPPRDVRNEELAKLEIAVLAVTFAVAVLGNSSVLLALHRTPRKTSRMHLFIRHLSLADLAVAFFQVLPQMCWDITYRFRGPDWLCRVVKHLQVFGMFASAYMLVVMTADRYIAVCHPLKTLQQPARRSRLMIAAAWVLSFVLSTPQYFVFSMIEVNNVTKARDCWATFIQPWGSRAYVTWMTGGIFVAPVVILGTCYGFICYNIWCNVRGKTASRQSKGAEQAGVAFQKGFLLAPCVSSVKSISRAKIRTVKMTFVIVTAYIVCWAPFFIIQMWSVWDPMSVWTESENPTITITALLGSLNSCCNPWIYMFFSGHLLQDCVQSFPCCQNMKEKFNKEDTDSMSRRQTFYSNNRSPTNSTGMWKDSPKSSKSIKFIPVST
OXTR potentiator = potentiates the human oxytocin receptor response; P30559; CHO-OTR cells, Fluo-8 calcium fluorescence, potentiator mode; 0% = oxytocin EC15, 100% = EC100; activation, % at 3 µM; 320,000 tested, 0.061% active;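 active = activation above that plate's cutoff, the mean activation of tested compounds plus 3 SD, cut at about 6.6% in these data, passing the limit was not always enough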;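 also: 100% uses oxytocin at 75 nM as the full agonist control; some results filed as inactive read as strong as hits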
Target sequence (P30559 whole entry, looked up): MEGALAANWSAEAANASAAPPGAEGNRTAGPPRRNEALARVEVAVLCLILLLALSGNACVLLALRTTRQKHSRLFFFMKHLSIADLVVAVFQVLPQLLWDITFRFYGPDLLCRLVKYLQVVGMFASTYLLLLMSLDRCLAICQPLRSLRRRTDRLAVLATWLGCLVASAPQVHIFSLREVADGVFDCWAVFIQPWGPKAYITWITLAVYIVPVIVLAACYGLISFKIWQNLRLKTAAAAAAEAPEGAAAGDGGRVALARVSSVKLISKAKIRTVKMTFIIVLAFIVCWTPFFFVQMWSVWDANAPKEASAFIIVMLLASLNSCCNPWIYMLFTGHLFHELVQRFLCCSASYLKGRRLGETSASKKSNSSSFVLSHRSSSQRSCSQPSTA
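Replication – single well per compound, singlicate · Assay system – CHO cell line stably expressing human OTR · Timing – 6 min pre-incubation, 100 s read · Measure – normalized max/min fluorescence ratio, % activation · Doses – 3.0 µM, one dose · Detection – Fluo-8 calcium dye fluorescence · Probe or stimulus – oxytocin near EC15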
M1 PAM = human CHRM1 positive allosteric modulation. P11229. AID 588819. 360,000 tested, 0.088% active. CHO-K1 hM1, Fluo-8 calcium fluorescence, ACh EC20; 0% = ACh EC20, 100% = maximal ACh. activation, % at 3 µM; in the data active = activation above about 19%, passing the limit was not always enough
OXTR ag = human OXTR agonism; activation, % at 3 µM; CHO-OTR cells, Fluo-8 calcium fluorescence; normalized: DMSO 0%, oxytocin 100%; 320,000 tested, 0.32% active; P30559; AID 2435;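 active = activation above the mean of all tested compounds plus 3 SD, cutoff set per screening run, cut at about 20% in these data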;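 also: peak over basal fluorescence ratio from a 100 s FLIPR kinetic read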
Active calls of the source: *; nt = no result given.

molecule,TAAR1 antag,CHO parental Ca,CHRM1 antagonist,TAAR1 ag,M1 ag,V1aR counter,OXTR potentiator,M1 PAM,OXTR ag
CC1(c2ccccc2)NC(=O)N(CC(=O)NNC(=O)c2ccccc2)C1=O (configuration not stated),-3.3,-3.9,-15.0,0.4,-0.1,0.7,2.2,13.9,0.9
Nc1nnc(SCC(=O)OCc2ccccc2)s1,8.4,-9.1,-3.1,0.5,-1.3,1.4,6.0,0.0,1.7
O=C(Nc1ccc2c(c1)OCO2)N1CCN(c2ccc(F)cc2)CC1,6.8,-0.9,-5.8,1.6,-4.3,2.2,-6.7,12.7,0.5
OC(COCc1cccs1)CN1CCN(c2cccc(Cl)c2)CC1 (configuration not stated),-7.3,-20.0,-4.0,3.9,-10.4,2.5,-5.8,-10.8,2.3
CCOC(=O)C1(Cc2ccccc2C)CCCN(S(=O)(=O)c2cccnc2)C1 (configuration not stated),0.7,-15.0,-8.2,3.9,-3.5,-1.3,-17.5,12.3,-2.3
CCCC1NC(=O)c2cc3ccccc3cc2-n2c1nc1ccc(C)cc1c2=O (configuration not stated),-23.8,nt,-15.3,-0.2,-4.1,nt,nt,3.7,nt
COc1ccc(NC(=O)CSc2ncnc3c2sc2ccccc23)c(OC)c1,0.0,-24.9,-4.7,0.6,-5.2,1.1,2.6,-0.9,-1.1
COC(=O)C1(C)CN(S(=O)(=O)c2ccc(C)cc2)c2cc(OC)ccc2C1=O (configuration not stated),7.7,-21.7,9.2,0.2,-6.1,0.7,-8.3,-6.5,-1.9
Cc1cc(C(C)(C)C)c(O)c(C(C)(C)C)c1,-13.6,-9.7,-29.0,1.8,0.8,2.3,-5.4,4.0,0.0
O=C(NCc1ccccc1)C(c1cccnc1)N(C(=O)c1csnn1)c1ccc(F)cc1 (configuration not stated),-4.3,-24.6,-1.1,4.3,-4.5,0.2,-4.2,6.0,0.5
Cc1ccc(C)c(OCc2n[nH]c(=S)o2)c1,-28.2,-1.3,-3.1,5.1,-2.7,-0.5,-4.4,2.8,2.1
COC(=O)c1cccc(Oc2cccc(C(F)(F)F)c2)n1,-11.7,5.4,-4.5,-3.0,-6.2,0.4,-8.1,8.2,-1.8
NC(=O)CSc1nnc(-c2ccoc2)o1,-12.6,-0.6,4.3,0.7,-1.6,-0.5,-7.8,7.3,-0.2
N#CC1=C(N)OC(c2ccccc2)=C(C#N)C1c1ccc2c(c1)OCO2 (configuration not stated),-0.1,0.5,13.8,9.9,0.1,-1.1,-10.9,3.1,1.1
C#CCOCCOCCOCCNc1nc(N2CCN(C(=O)[C@H](CCCCN)n3cc([C@@H](N)[C@H](C)CC)nn3)CC2)nc(N2CCN(C(=O)[C@H](CCCCN)n3cc([C@@H](N)CC(N)=O)nn3)CC2)n1,-13.4,8.2,-5.5,13.1,-3.5,0.9,2.7,3.4,1.9
CC1=NN(c2ccccc2)C(=O)/C1=C\c1ccc(Br)s1,-2.9,-4.2,15.7,-0.2,-3.7,1.9,-8.4,0.4,-1.7
COc1ccc(C2C(C(=O)O)CC(=O)N2C2CCCCC2)cc1 (configuration not stated),nt,2.2,-19.3,nt,-1.6,0.7,1.4,9.8,1.6
O=C(CCc1nnc2ccc(NCc3ccccc3Cl)nn12)NC1CCCCC1,-20.8,-10.2,3.3,2.6,-5.3,0.4,-2.4,3.9,-0.3
C=CCN1C(=O)CSC1=Nc1ccc(C(=O)O)cc1,-6.9,3.5,10.4,-0.5,-1.6,1.2,-3.0,-7.7,-0.3
C=C(C)[C@@H]1CC[C@]2(C(=O)O)CC[C@]3(C)[C@H](CC[C@@H]4[C@@]5(C)CC[C@H](O)C(C)(C)[C@@H]5CC[C@]43C)[C@@H]12,-13.3,4.9,-24.5,5.2,-0.9,-1.1,8.3,4.0,-0.6
CC(C)(C)Nc1ncnc2c1cnn2-c1ccccc1,17.9,-3.3,2.8,4.2,-4.9,-0.9,-5.3,-6.6,-1.1
CC(CN1CCOCC1)c1ccccc1 (configuration not stated),-2.6,-0.4,-11.0,2.3,-8.0,0.4,2.8,6.1,0.8
CC(=O)Oc1ccccc1Cn1c(C)c(C(=O)NCCC#N)sc1=O,-1.9,nt,-14.8,1.2,1.2,nt,nt,12.2,nt
Cn1c(=O)oc2cc(S(=O)(=O)N3CCCC(C(=O)NCc4cccs4)C3)ccc21 (configuration not stated),6.0,-5.6,-7.3,0.1,-6.9,0.3,-1.9,1.2,-0.1
COc1ccc(NC(=S)NC(NC(=O)c2cccc(C)c2)C(Cl)(Cl)Cl)c([N+](=O)[O-])c1 (configuration not stated),22.1,-8.6,12.0,6.7,-0.3,4.3,-21.0,-2.3,2.5
COc1ccc(S(=O)(=O)N2CCN(C(=O)c3cc(-c4ccccc4OC)n[nH]3)CC2)cc1,75.7*,14.1,1.6,10.3,-3.0,6.5,-23.2,-8.0,10.5
C=CCn1c(CNS(=O)(=O)c2ccc(Br)cc2)n[nH]c1=S,-13.5,-11.7,-16.4,3.7,4.0,1.6,-6.2,11.1,0.2
O=C(CSc1nc2ccsc2c(=O)n1CC1CCC(C(=O)O)CC1)NCCc1ccc(Cl)cc1 (configuration not stated),-16.6,-19.7,-7.7,2.2,-5.4,-0.5,3.6,8.1,-0.6
COc1ccccc1NC(=O)NNC(=O)c1ccc(-c2ccccc2)cc1,-23.2,-1.4,-8.8,0.4,-1.8,-1.4,-6.6,7.8,-1.1
CC1CCCN(CC(O)CN)C1 (configuration not stated),-3.5,-1.7,-5.8,10.6,-2.9,-0.3,-12.8,5.7,-0.3
CCC(C)c1ccccc1OCCCNC1CCCC1 (configuration not stated),-2.6,-4.6,5.6,10.6,-6.5,7.5,-5.0,-10.6,17.4
Cc1cc(C(=O)Nc2ccncc2)ccc1[N+](=O)[O-],-3.4,-8.2,-5.1,2.3,0.0,4.1,-1.3,5.8,4.8
CCOC(=O)N1CCN(C(=O)Nc2cccc(Cl)c2)CC1,7.8,-0.1,-15.8,8.0,1.3,0.1,-2.8,4.5,0.5
CCn1cc(C(=O)N(CCC(C)C)c2c(N)n(Cc3ccccc3)c(=O)[nH]c2=O)c(=O)c2ccc(C)nc21,-11.6,-14.8,-11.3,1.1,0.1,-0.4,-9.6,14.6,-0.4
CCc1ccc(NC(=O)c2cc(CC(C)C)on2)cc1,-5.6,-7.9,-8.8,14.6,-4.9,-1.2,-5.3,3.4,-2.5
N#Cc1nc(-c2ccccc2Cl)oc1N1CCN(C(=O)c2ccco2)CC1,-23.7,-13.5,-16.1,1.7,1.1,0.2,-6.4,18.6,0.5
CCCn1c(SCC(=O)Nc2cc(Cl)ccc2OC)nc(O)cc1=O,-8.1,20.2,-2.8,2.4,-1.5,3.3,-2.1,6.0,1.2
O=C(Cc1cccs1)Nc1ccc(-c2nc3ccccc3[nH]2)cc1,19.7,-12.3,-1.3,12.4,-3.1,0.5,-10.3,-6.4,-1.4
Cn1c(=O)c2c(O)cc(=O)[nH]c2n(-c2ccccc2)c1=O,-12.1,-5.6,-5.0,4.5,-2.4,1.5,-4.6,7.0,-0.8
COC(=O)c1cccc(C23CC4(C2)[C@H](CN(Cc2cccnc2)[C@@H]4c2ccccc2)C3c2ccccc2)c1 (some centres not stated),9.4,-15.8,-0.7,-0.4,-1.5,-0.8,-7.5,0.8,-0.8
CC(C)Oc1ccccc1C(=O)NC(CO)C(=O)O (configuration not stated),-3.9,-4.4,3.1,2.7,-4.8,0.5,7.0,2.5,18.2
Cc1ccccc1-n1nnnc1SCC(=O)NCC1CCCO1 (configuration not stated),-17.2,-4.0,-8.0,1.0,-3.5,0.3,-24.9,7.4,-0.4
C=CCOc1c(Br)cc(CNc2ccc(NC(=O)C(C)C)cc2)cc1OCC,-19.2,-12.4,0.8,-2.0,-8.1,-1.3,-3.2,11.0,-0.7
COc1ccccc1NS(=O)(=O)c1cccc2nsnc12,1.2,-4.5,-2.8,0.1,-3.3,0.3,-2.6,2.6,0.0
Cc1cc(C)n2nc(C(=O)N/N=C/c3ccc(Cl)cc3)nc2n1,13.9,-3.6,7.8,1.9,-6.2,0.3,-3.6,-2.3,0.2
Cc1nc2ccccc2n1CCC(=O)O,-3.7,-3.7,9.2,4.6,-2.1,-1.2,-4.0,4.2,0.7
Cc1cccc(N=C2NN=C(c3c[nH]c4ccccc34)CS2)c1,12.8,-8.3,-3.4,3.4,-7.3,0.1,-11.8,8.0,-0.1
COc1ccc(C(=O)N2CCc3cc(OC)c(OC)cc3C2c2cccc([N+](=O)[O-])c2)cc1OC (configuration not stated),2.8,-2.6,-11.0,9.0,2.3,-0.7,-7.4,2.7,0.5
COc1cccc(C2Nc3cccc4cccc(c34)N2)c1,-3.3,-16.3,-12.9,-0.4,-1.1,-0.1,-2.5,7.9,0.2
Cc1c(NC(=O)c2ccc(F)c(S(=O)(=O)N3CCOCC3)c2)c(=O)n(-c2ccccc2)n1C,-1.3,-4.8,0.7,1.7,-6.2,0.8,-15.2,1.3,0.3
CC(C)(C)CC(=O)NC(=S)N1CCCCCC1,-1.1,-4.7,1.6,2.9,-4.6,0.1,-0.2,-0.4,0.5
Cc1sc2ncnc(Sc3ccccc3C(=O)O)c2c1C,-5.8,7.9,-9.1,-0.6,-3.6,-0.6,-11.8,5.6,-0.1
CCCn1c(SCC(=O)Nc2ccccc2N2CCCCC2)nc2c1c(=O)n(C)c(=O)n2C,23.8,-27.9,-23.5,0.2,-2.7,-1.2,-8.0,8.5,-1.4

Entries of single compounds as entered above.
`Cc1c(NC(=O)c2ccc(F)c(S(=O)(=O)N3CCOCC3)c2)c(=O)n(-c2ccccc2)n1C` as listed: TAAR1 antag = -1.3; CHO parental Ca = -4.8; CHRM1 antagonist = 0.7; TAAR1 ag = 1.7; M1 ag = -6.2; V1aR counter = 0.8; OXTR potentiator = -15.2; M1 PAM = 1.3; OXTR ag = 0.3
`CCCn1c(SCC(=O)Nc2ccccc2N2CCCCC2)nc2c1c(=O)n(C)c(=O)n2C` as listed: TAAR1 antag = 23.8; CHO parental Ca = -27.9; CHRM1 antagonist = -23.5; TAAR1 ag = 0.2; M1 ag = -2.7; V1aR counter = -1.2; OXTR potentiator = -8.0; M1 PAM = 8.5; OXTR ag = -1.4

High-throughput results: PubChem BioAssay, The Scripps Research Institute Molecular Screening Center
